# Compound activity: PubChem, several laboratories
# RORA act = activators of human nuclear receptor RORA. hit rate 1.5% among 65,000. activation, % at 10 µM. P35398. CHO-K1 Gal4-RORA LBD luciferase reporter, luminescence; percent increase over mock-subtracted basal signal. AID 560;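 active = activation above the mean of all tested compounds plus 3 SD, cut at about 49% in these data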;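 note: 0% = DMSO-treated RORA cells and 100% = added signal equal to DMSO minus mock-transfected cells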
# SF-1 act = SF-1 (human) activation. CHO-K1 Gal4-SF-1 LBD luciferase reporter; % increase over DMSO SF-1-specific signal. activation, % at 10 µM. hit rate 1.9% among 65,000. Q13285. AID 522;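 active = activation above the mean activation of all tested compounds plus 3 SD, cut at about 50% in these data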
# Target sequence (Q13285 whole entry, looked up, the tested form may be a part): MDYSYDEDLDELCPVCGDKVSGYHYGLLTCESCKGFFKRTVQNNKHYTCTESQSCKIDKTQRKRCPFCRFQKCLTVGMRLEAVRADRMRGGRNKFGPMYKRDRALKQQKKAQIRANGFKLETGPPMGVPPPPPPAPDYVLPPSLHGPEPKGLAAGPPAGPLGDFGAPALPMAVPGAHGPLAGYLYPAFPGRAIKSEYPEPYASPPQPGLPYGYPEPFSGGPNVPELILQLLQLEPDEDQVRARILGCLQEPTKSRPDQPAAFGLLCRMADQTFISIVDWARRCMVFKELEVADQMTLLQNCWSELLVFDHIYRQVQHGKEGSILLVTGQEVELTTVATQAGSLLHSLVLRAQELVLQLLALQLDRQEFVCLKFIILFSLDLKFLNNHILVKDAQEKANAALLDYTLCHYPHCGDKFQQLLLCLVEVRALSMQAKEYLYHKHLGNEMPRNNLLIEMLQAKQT
#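 System: CHO-K1 cells with Gal4–hSF-1 LBD chimera plus Gal4-driven luciferase; quantity: 4,000 CHO-K1 cells per well; compound: one dose, 10 µM compound, 1% DMSO; times: 20 h compound treatment, 37 °C; measured by: SteadyLite luciferase luminescence; read-out: percent activation versus DMSO; benchmarks: DMSO and mock-transfected background; replicates: one test per compound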
# NADH enzymes = inhibition of NAD/NADH coupling enzymes, library profiling; coupled PK/LDH NADH assays, four targets; hit rate 0.02% among 65,000; AID 774; IC50, µM (series often up to 10 µM), inactives show top-dose inhibition;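 active = single-dose screening hits from any of four coupled enzyme assays that gave an IC50 when retested across doses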;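 note: the DPM-DC format reads NADH fluorescence rather than 340 nm absorbance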
# tolC growth inh = blocks growth of E. coli BW25113 tolC mutant; growth inhibition, % at 10 µM (by protocol); OD615; hit rate 2.2% among 65,000; AID 573;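 active = growth inhibition at or above a cutoff equal to the mean over every tested compound plus 3 SD, cut at about 60% in these data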;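 note: growth measured after 20 h incubation at 37 °C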
#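 signal = optical density read at 615 nm | test system = E. coli ΔtolC::kan strain BW25113 | timing = 20 h compound exposure of bacteria at 37 °C | buffer or medium = LB medium plus 50 µg/mL kanamycin | compound dosing = 10 µM final, single dose | evaluation = % inhibition of E. coli growth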
# M1 agonist = activates the M1 muscarinic receptor; CHO-M1 cells, Fluo-4 calcium fluorescence, agonist mode; hits give high values; B-score at 10 µM; hit rate 3% among 64,000; AID 626;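 active = fluorescence rise, raw or as B-score row- and column-corrected plate score, outside the 99.7% band of its plate's samples, either direction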
# Ec RNAP inh = inhibitors of Escherichia coli RNA polymerase; P0A8V2; E. coli RNA polymerase, fluorescence transcription assay; inhibition, %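 (tested at 10 µM)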; hit rate 0.2% among 62,000; in the data active = inhibition above about 20%;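 note: 0% = enzyme without compound and 100% = no enzyme blank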
# TNAP act mid DEA = activates human TNAP at intermediate phosphate acceptor concentration. activation factor at 20 µM. purified TNAP, CDP-star luminescence, 100 mM DEA, 30 min; hits give high values; scale: 0 levamisole-inhibited, 1 vehicle-only enzyme. 64,000 tested, under 10 active. AID 813. P05186;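 active = activation factor of at least 2 at 20 µM, relative to controls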
# M1 antagonist = antagonists of rat M1 muscarinic receptor; P08482; CHO-M1 cells, Fluo-4 calcium, ACh EC80 antagonist mode; hits give low values; B-score at 10 µM; hit rate 3.4% among 64,000;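 active = calcium fluorescence response, raw or row-and-column corrected B-score, differing from the plate sample mean either way at a set confidence level, mostly lower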
# Target sequence (P08482 whole entry, looked up): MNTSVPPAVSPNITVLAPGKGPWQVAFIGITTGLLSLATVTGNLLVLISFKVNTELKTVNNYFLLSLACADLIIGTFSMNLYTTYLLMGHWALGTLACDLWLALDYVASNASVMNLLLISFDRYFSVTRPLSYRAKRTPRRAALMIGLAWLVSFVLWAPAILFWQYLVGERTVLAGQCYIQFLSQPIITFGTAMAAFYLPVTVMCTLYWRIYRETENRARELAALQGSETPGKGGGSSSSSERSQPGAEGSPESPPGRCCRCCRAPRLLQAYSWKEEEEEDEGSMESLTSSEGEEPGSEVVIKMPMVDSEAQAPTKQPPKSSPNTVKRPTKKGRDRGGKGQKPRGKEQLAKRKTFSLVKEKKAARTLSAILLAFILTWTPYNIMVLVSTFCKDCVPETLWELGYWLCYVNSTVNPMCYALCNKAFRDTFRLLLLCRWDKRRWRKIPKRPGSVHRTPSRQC
# Autofluor 339 = intrinsic fluorescence of library compounds, ex339/em460 – biochemical, MLSMR library, data from DPM-DC assay, artefact control, profiling panel | AID 709 | compound autofluorescence, ex339/em460 nm, NADH buffer; hits give high values; 1 = no-compound wells, NADH background | hit rate 5.5% among 65,000 | fluorescence fold increase at 10 µM;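 active = at 10 µM, mean starting fluorescence two-fold or more over control wells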;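 note: signal is the first read of a kinetic run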
# * = called active by the depositor; / = no result given; [ ] = dose if it differs, or a comment.
SMILES,RORA act,SF-1 act,NADH enzymes,tolC growth inh,M1 agonist,Ec RNAP inh,TNAP act mid DEA,M1 antagonist,Autofluor 339
CCOc1ccc(N2C(=O)CC(Sc3nc(C)cc(C)c3C#N)C2=O)cc1 (stereo not drawn),10,-14,3%,4,-0.96,2,0.9,0.61,1.1
CCn1ccc(C(=O)Nc2ccc(Cl)cn2)n1,59*,78*,15%,-10,0.12,9,0.9,-0.19,1
Cc1n[nH]c(C)c1S(=O)(=O)N(CC(=O)N1CCc2ccccc21)c1ccc(C(C)C)cc1,-21,11,0%,18,-0.27,-4,1,0.36,1.1
Cc1cc(C)nc(SCCn2c(N3CCCCC3)nc3c2c(=O)n(C)c(=O)n3C)n1,-5,3,6%,-9,0.7,-4,1,-0.8,1.1
O=C(NCc1ccco1)C1CC(=O)N(c2ccc(O)cc2)C1 (stereo not drawn),-1,17,11%,-18,-0.14,3,0.8,0.23,1.1
CC(=O)Nc1c(C(=O)N2CCOCC2)sc2nc3c(cc12)COC(C)(C)C3,-13,2,4%,-9,-0.032,5,1,0.8,1.1
COc1cccc(OC)c1C(=O)N1CCN(Cc2ccncc2)CC1,0,-1,1%,-14,0.76,0,0.9,0.42,1.1
CCOc1cc(C2CC(=O)NC3=C2C(=O)C(C(=O)OC)C(C)C3)cc(Cl)c1O (stereo not drawn),-2,-3,5%,-6,0.38,16,0.9,-0.083,1.1
CCn1c(SCC(N)=O)nnc1-c1ccco1,-1,-3,9%,-18,-0.22,11,0.9,0.12,1.1
O=C(Nc1ccccc1)N1CCN(c2nc3ccccc3s2)CC1,-7,-13,4%,28,4.7*,4,1,1.2,1.1
CCC(=O)c1cn(CC(=O)NCC2CCCO2)c2ccccc12 (stereo not drawn),2,2,0%,-1,0.91,-8,1,0.59,1.1
Cc1cccc(-n2c(CCCN3C(=O)c4ccccc4C3=O)nc3ccccc3c2=O)n1,2,-2,6%,15,-0.25,1,0.9,0.26,1.1
CCCCOc1ccc(-c2c(C#N)c(N)nc(SCC(N)=O)c2C#N)cc1,3,-7,6%,70*,0.26,6,0.9,0.003,1.2
CSc1ccc(NC(=O)N2CC(C)OC(C)C2)cc1 (stereo not drawn),-9,-2,5%,-6,-0.94,3,0.9,-0.76,1.1
CCCOc1ccc(N2CC(C(=O)NC(C)C)CC2=O)cc1 (stereo not drawn),-22,5,6%,-26,-0.69,5,1,-0.07,1
O=C(Nc1cc2nn(-c3ccccc3)nc2cc1Cl)c1ccco1,25,73*,10%[fluoresces],-4,0.97,7,1,0.45,3.8*
CC1CN(c2oc(-c3ccco3)nc2S(=O)(=O)c2ccccc2)CC(C)O1 (stereo not drawn),-9,-12,2%,1,0.78,2,0.9,0.46,1.1
Cn1c(=O)c2c(ncn2CC(=O)N2CCN(c3ccccc3F)CC2)n(C)c1=O,-3,-15,0%,-4,-0.035,6,0.9,0.1,1.1
Cc1n[nH]c(C)c1Cc1ccc(C(=O)O)cc1,-15,4,4%,-15,0.059,7,0.9,-0.52,1.1
CN(CCOC(=O)c1cccc(Br)c1)C(C)(C)C,-28,-13,4%,-7,-0.2,8,0.8,-0.72,1.1
Cc1ccc(NC(=O)CCC(=O)O)cc1F,-9,24,3%,-22,0.23,5,0.8,0.2,1.1
O=C(NCc1ccco1)c1ccc(N2CCCC2=O)cc1,-9,28,5%,-2,0.12,0,0.9,-0.13,1.1
Cn1c(=O)c2c(nc(SCCN3CCOCC3)n2Cc2ccccc2)n(C)c1=O,-12,7,7%,-11,-0.63,/,/,-0.006,1.1
COc1ccc(N(C)S(=O)(=O)c2cccc3cccnc23)c(OC)c1,13,15,6%,-1,5.2*,9,0.7,-1.2,1
C=C1[C@@H](C)C2[C@H](Cc3ccccc3)NC(=O)[C@]23OC(=O)CC[C@H](O)CCC[C@H](C)C/C=C/[C@H]3[C@@H]1O (stereo partly drawn),-3,15,4%,14,0.67,5,1,-0.13,1
COc1cc2c(cc1OC)C(C)N(C(=O)c1cc3ccccc3o1)CC2 (stereo not drawn),-64,-41,7%,18,-0.61,4,1,-0.23,1
CCOc1ccccc1N1CCN(c2nc3ccccc3nc2C(C#N)C(=O)OC)CC1 (stereo not drawn),6,13,3%,7,7.7*,5,0.9,-1.1,1.1
COc1cc(CCC(=O)N2CCN(S(=O)(=O)c3ccc(C)c(C)c3)CC2)cc(OC)c1OC,9,-4,6%,5,0.14,4,1,0.23,1
N#CC1=C(N)OC2=C(C(=O)CCC2)C12CCN(C(=O)OCc1ccccc1)CC2,-10,6,3%,10,2.9,4,1,-0.7,1.1
CN(C(=O)c1ccno1)c1nnc(-c2cccnc2)s1,5,-12,6%,-13,-1.1,5,0.9,0.053,1.7
COc1ccc(OC)c(S(=O)(=O)N(C)CC(=O)Nc2cc(Cl)ccc2OC)c1,1,13,11%,28,1.8,7,1,-0.011,1.1
O=c1c2ccccc2nc2sc3ccccc3n12,60*,57*,2%,30,-0.046,/,/,-0.066,1.7
COC(=O)c1ccc(OC(=O)C2CC(=O)N(c3cccc(C)c3)C2)cc1 (stereo not drawn),5,0,7%,6,-1.3,9,0.9,-0.026,1.1
COc1ccc(N2CCN(C(=O)c3cn(C)c(=O)c4c3c3ccccc3n4C)CC2)cc1,-9,-8,5%,6,-0.72,5,0.9,0.045,1.3
COc1ccc(Cl)cc1NC(=O)C1CSC(c2ccncc2)=N1 (stereo not drawn),7,35,10%,41,0.24,-4,0.9,0.023,1
COc1ccc(C(=O)CSc2nnc(-c3ccc(S(=O)(=O)N4CCOCC4)cc3)o2)cc1,-15,5,6%,-3,-0.02,4,0.9,-0.065,1.1
CSc1nc(-c2ccco2)nn1S(=O)(=O)c1ccc(C)cc1,-1,12,6%,11,-0.013,6,0.9,0.35,1.1
CCS(=O)(=O)NC(C)C(c1cccs1)N1CCN(C)CC1 (stereo not drawn),-17,-9,6%,-8,1.5,14,1,0.024,0.96
CC(C)c1ccc(O)c(NC(=O)c2ncn[nH]2)c1,2,-2,4%,-2,0.2,4,1.2,2.3*,1
Cc1nn(C)cc1CNC(=O)c1cnn2c(C(F)F)cc(C3CC3)nc12,-15,2,3%,9,-0.067,9,0.9,-0.011,1.3
CN(C)c1ccc(NC(=O)CSCc2nc3c(nnn3Cc3ccc(F)cc3)c(=O)[nH]2)cc1,-8,-6,4%,10,-1.7,5,0.9,0.011,1
COc1ccc(C(=O)Nc2cc(Cl)cc(Cl)c2)c(OC)n1,-2,3,3%,-20,-0.048,3,0.9,-0.27,1.1
C=CCn1cc(C(=O)NCCCOC)c(=O)c2cc(S(=O)(=O)N3CCC(C)CC3)ccc21,-18,3,9%,4,-0.15,3,0.9,0.18,0.84
O=C(CCSc1nc(-c2ccco2)cc(C(F)(F)F)n1)Nc1ccc2c(c1)OCO2,16,-2,3%,30,-0.17,6,0.8,0.22,1

# 16 compounds from above, ordered by molar mass, low to high:
SMILES,RORA act,SF-1 act,NADH enzymes,tolC growth inh,M1 agonist,Ec RNAP inh,TNAP act mid DEA,M1 antagonist,Autofluor 339
CC(C)c1ccc(O)c(NC(=O)c2ncn[nH]2)c1,2,-2,4%,-2,0.2,4,1.2,2.3*,1
CN(C(=O)c1ccno1)c1nnc(-c2cccnc2)s1,5,-12,6%,-13,-1.1,5,0.9,0.053,1.7
COc1ccc(C(=O)Nc2cc(Cl)cc(Cl)c2)c(OC)n1,-2,3,3%,-20,-0.048,3,0.9,-0.27,1.1
CSc1nc(-c2ccco2)nn1S(=O)(=O)c1ccc(C)cc1,-1,12,6%,11,-0.013,6,0.9,0.35,1.1
COc1ccc(Cl)cc1NC(=O)C1CSC(c2ccncc2)=N1 (stereo not drawn),7,35,10%,41,0.24,-4,0.9,0.023,1
COc1cc2c(cc1OC)C(C)N(C(=O)c1cc3ccccc3o1)CC2 (stereo not drawn),-64,-41,7%,18,-0.61,4,1,-0.23,1
COC(=O)c1ccc(OC(=O)C2CC(=O)N(c3cccc(C)c3)C2)cc1 (stereo not drawn),5,0,7%,6,-1.3,9,0.9,-0.026,1.1
Cc1nn(C)cc1CNC(=O)c1cnn2c(C(F)F)cc(C3CC3)nc12,-15,2,3%,9,-0.067,9,0.9,-0.011,1.3
N#CC1=C(N)OC2=C(C(=O)CCC2)C12CCN(C(=O)OCc1ccccc1)CC2,-10,6,3%,10,2.9,4,1,-0.7,1.1
COc1ccc(OC)c(S(=O)(=O)N(C)CC(=O)Nc2cc(Cl)ccc2OC)c1,1,13,11%,28,1.8,7,1,-0.011,1.1
COc1ccc(N2CCN(C(=O)c3cn(C)c(=O)c4c3c3ccccc3n4C)CC2)cc1,-9,-8,5%,6,-0.72,5,0.9,0.045,1.3
O=C(CCSc1nc(-c2ccco2)cc(C(F)(F)F)n1)Nc1ccc2c(c1)OCO2,16,-2,3%,30,-0.17,6,0.8,0.22,1
C=CCn1cc(C(=O)NCCCOC)c(=O)c2cc(S(=O)(=O)N3CCC(C)CC3)ccc21,-18,3,9%,4,-0.15,3,0.9,0.18,0.84
CN(C)c1ccc(NC(=O)CSCc2nc3c(nnn3Cc3ccc(F)cc3)c(=O)[nH]2)cc1,-8,-6,4%,10,-1.7,5,0.9,0.011,1
COc1ccc(C(=O)CSc2nnc(-c3ccc(S(=O)(=O)N4CCOCC4)cc3)o2)cc1,-15,5,6%,-3,-0.02,4,0.9,-0.065,1.1
COc1cc(CCC(=O)N2CCN(S(=O)(=O)c3ccc(C)c(C)c3)CC2)cc(OC)c1OC,9,-4,6%,5,0.14,4,1,0.23,1

# Random draw from the library. About 15% of those tested had a hit in this group.
